# p47phox inh: p47phox/p22phox peptide binding inhibitors, primary screen, biochemical, uHTS, NADPH oxidase regulatory subunit; Neutrophil cytosol factor 1 (Homo sapiens), P14598; fluorescence polarization, 2 h; 220,000 compounds, 0.53% hits; inhibition, % at 24.7 µM;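 active = inhibition above about 30%, limit read from the data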;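 note: 0% = p47phox with labelled peptide and 100% = labelled peptide alone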
# Target sequence (P14598 whole entry, looked up): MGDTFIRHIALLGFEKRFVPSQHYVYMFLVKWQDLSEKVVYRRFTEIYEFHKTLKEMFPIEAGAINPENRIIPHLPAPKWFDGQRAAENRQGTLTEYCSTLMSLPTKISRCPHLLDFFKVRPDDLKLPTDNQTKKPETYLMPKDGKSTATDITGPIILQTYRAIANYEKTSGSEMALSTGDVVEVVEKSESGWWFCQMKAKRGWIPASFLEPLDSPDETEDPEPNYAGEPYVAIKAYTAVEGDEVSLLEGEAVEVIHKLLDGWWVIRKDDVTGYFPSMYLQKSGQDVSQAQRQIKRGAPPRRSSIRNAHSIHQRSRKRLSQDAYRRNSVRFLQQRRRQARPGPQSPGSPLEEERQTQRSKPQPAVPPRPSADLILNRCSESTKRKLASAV
# CHOP inhibitor: inhibitors of CHOP promoter induction, primary screen, cell-based, unfolded protein response, luciferase reporter | 220,000 compounds, 3.8% hits | inhibition, % at 10 µM | CHO-K1 CHOP-promoter luciferase, tunicamycin-induced, 15-18 h;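 active = compounds that reduced the stress-induced luciferase reporter signal by more than about 70% of percent inhibition, limit read from the data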;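 note: 0% = tunicamycin plus vehicle and 100% = wells without tunicamycin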
# BaF3 tox: parental Ba/F3 cell viability inhibition, counter-screen for JAK2V617F inhibitor project, murine pro-B, CellTiter-Glo luminescence; AID 1486, 2009; 220,000 compounds, 1.1% hits; inhibition, % at 5.6 µM; CellTiter-Glo ATP luminescence;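 active = inhibition above a per-campaign cutoff, the mean inhibition of all tested compounds plus 3 SD, cut at about 27% in these data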;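 note: 0% = DMSO wells and 100% = JAK Inhibitor I control wells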
# NPY2 pot ag: NPY-Y2 potentiators or agonists, primary screen, cell-based | activation, % at 3.6 µM | Neuropeptide Y receptor type 2 (Homo sapiens), P49146 | cells expressing NPY-Y2, potentiator/agonist read-out | 220,000 compounds, 0.45% hits; in the data active = activation above about 27%;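 note: cells stimulated with NPY near EC25 plus isoproterenol at EC100; 0% = vehicle plus submaximal agonist and 100% = vehicle plus saturating agonist; some results beyond the cut were filed as inactive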
# Target sequence (P49146 whole entry, looked up): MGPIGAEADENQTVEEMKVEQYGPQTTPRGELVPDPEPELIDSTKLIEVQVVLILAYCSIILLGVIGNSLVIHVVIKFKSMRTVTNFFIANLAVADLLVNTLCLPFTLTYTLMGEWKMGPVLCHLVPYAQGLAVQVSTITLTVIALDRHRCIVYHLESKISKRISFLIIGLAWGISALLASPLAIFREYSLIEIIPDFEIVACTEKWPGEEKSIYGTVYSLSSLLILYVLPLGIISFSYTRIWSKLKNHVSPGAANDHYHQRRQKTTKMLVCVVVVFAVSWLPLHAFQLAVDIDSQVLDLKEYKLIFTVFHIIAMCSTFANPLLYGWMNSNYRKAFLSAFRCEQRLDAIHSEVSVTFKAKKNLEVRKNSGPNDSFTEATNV
# S1P4 ag: S1P4 receptor agonists, primary screen, cell-based; S1P4-expressing cell line, agonist reporter assay; activation, % at 4.98 µM; 220,000 compounds, 0.35% hits; AID 1509, 2009; in the data active = activation above about 11%;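 note: 0% = DMSO vehicle and 100% = reference agonist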
# Ba/F3 V617F tox: reduced viability of JAK2V617F-dependent Ba/F3 cells, primary screen, JAK2V617F inhibitor project, cell-based, Ba/F3 EpoR-JAK2V617F, luminescence. ATP luminescence. inhibition, % at 5.6 µM. 220,000 compounds, 1.1% hits;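 active = inhibition above the campaign mean plus 3 SD over all tested compounds, cut at about 24% in these data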;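 note: cytokine-independent growth of Ba/F3 cells driven by EpoR plus mutant JAK2; 0% = DMSO-treated cells and 100% = JAK inhibitor I control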
# NPY Y1 blocker: NPY-Y1 receptor antagonists, primary screen, cell-based; AID 1040, 2008; HEK293-CNG Y1 cells, membrane potential fluorescence; NPY at EC95, then isoproterenol; 200,000 compounds, 1% hits; inhibition, % at 3.6 µM;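 active = inhibition above the campaign mean inhibition of all tested compounds plus 3 SD, cut at about 20% in these data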;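 note: 0% = DMSO wells given NPY plus isoproterenol and 100% = isoproterenol alone without NPY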
#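 Material: HEK293 cells co-expressing NPY Y1 receptor and cyclic-nucleotide gated channel. Timing: compound incubation 1 h at room temperature, readout 45 min post-stimulation. Signal: fluorescence, membrane potential probe.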
# NPY1 pot ag: NPY-Y1 receptor potentiators or agonists, primary screen, cell-based. activation, % at 3.6 µM. 220,000 compounds, 0.37% hits. NPY-Y1 expressing cells, potentiator/agonist activation. Neuropeptide Y receptor type 1 (Homo sapiens), P25929; in the data active = activation above about 33%, passing the limit was not always enough;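 note: cells stimulated with NPY at EC10 then isoproterenol at EC100; 0% = low agonist plus stimulus and 100% = saturating agonist plus stimulus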
# S1P4 antagonist: S1P4 receptor antagonists, primary screen, cell-based. Sphingosine 1-phosphate receptor 4 (Homo sapiens), O95977. S1P4-expressing cells, antagonist mode, reporter read-out. inhibition, % at 4.98 µM. 220,000 compounds, 0.26% hits. AID 1510, 2009; in the data active = inhibition above about 29%;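 note: 0% = wells stimulated with agonist and 100% = vehicle wells without agonist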
# Starred values were filed as active, the others as inactive; x = no result given.
canonical_smiles	p47phox inh	CHOP inhibitor	BaF3 tox	NPY2 pot ag	S1P4 ag	Ba/F3 V617F tox	NPY Y1 blocker	NPY1 pot ag	S1P4 antagonist
COc1cc(C(=O)N2CCN(Cc3ccccc3C(F)(F)F)CC2)cc(OC)c1OC	-2	36	3	-1	1.7	4	5	-19	-14
CNC(=O)Cc1csc2ccc(C)cc12	1	-3	3	-3	-0.1	-1	x	10	7
c1coc(-c2nc3c([nH]2)CCc2nonc2-3)c1	-4	15	0	-12	0.9	-6	0	22	-5
COc1ccc(C(=O)N/C(=C\c2ccc3c(c2)OCO3)C(=O)Nc2cccc(C(=O)O)c2)cc1	-3	-1	0	-3	-2.4	1	6	-8	-1
COc1ccc2c(c1)C(C)CC(C)(C)N2C(=O)CSc1nc2ccccc2s1 (stereo not given)	4	26	7	-5	0.0	2	35*	-26	9
O=C(NC(=S)Nc1ccccc1N1CCCC1)c1cccs1	-9	-19	2	-12	-1.3	3	x	4	-4
Nc1cc(N)nc(SCc2nnnn2-c2ccc(Cl)cc2)n1	-14	5	4	-2	2.4	2	7	3	-5
CN(Cc1ccccc1)C(=O)c1nc2ccccn2c1CNCCn1cccn1	3	0	-1	-13	0.9	-3	3	-5	-1
CCN(CC)S(=O)(=O)c1ccc(C(=O)Nc2ccc3c(c2)OCO3)cc1	-8	-4	5	4	2.1	0	-1	6	-11
CCOC(=O)C1(CCOc2ccccc2)CCN(C(=O)c2cncs2)CC1	-2	12	3	2	-1.2	-1	0	1	-10
COCC(=O)NC(c1ccccc1)c1ccccc1	4	-16	6	0	-0.3	-2	-2	0	-20
CCn1c(/C=C/c2ccccc2)nc2ccccc2c1=O	-9	37	3	-6	-1.4	2	2	-8	2
Cc1nc(Cl)c(C(=O)NCCC(C)C)c(C)c1[N+](=O)[O-]	-11	4	10	5	-0.1	6	-1	-3	-13
COc1cc2cc3c(N)c(C(=O)Nc4sc(C)c(C)c4C#N)sc3nc2cc1OC	-38	81*	8	-15	-0.4	6	-3	-11	8
CC1(C)NC(=O)N(CC(O)CN2C(=O)CCC2=O)C1=O (stereo not given)	-7	31	1	10	-0.4	-4	-2	-2	-10
CCOCCCNC(=O)C(NC(=O)c1ccc(NC(C)=O)cc1)c1ccc(C)cc1 (stereo not given)	-7	0	4	-2	-0.3	-1	2	-8	-13
COc1ccc(-n2cnc3c(sc4nccc(N(C)C)c43)c2=O)cc1	-8	51	-1	2	-1.1	-4	-5	3	-10
Cc1cc(/C=C2/C(=O)N(C)C(=S)N2C)ccc1N1CCCC1	2	4	9	2	-0.5	2	5	7	2
CCN(CC)S(=O)(=O)c1ccc(N/N=C/c2cc(OC)c(OC)cc2OC)nc1	9	5	8	1	-3.8	3	3	-9	-6
CCC(C)(C(=O)Nc1ccccc1C)N(C(=O)CNC(C)=O)c1ccc(C)cc1 (stereo not given)	1	-35	-1	7	-0.2	-3	0	14	-12
Cc1ccc(S(=O)(=O)N(C)c2ccc(OCC(=O)O)cc2)cc1	10	26	2	2	0.0	-1	0	-11	0
COc1ccc(NC(=O)Cn2cnc3sc(C)c(S(=O)(=O)N4CCOCC4)c3c2=O)c(OC)c1	0	4	1	-22	-1.8	-3	-3	6	-1
CCOc1ccc(C(C)=O)cc1CN1C(=O)C(=O)N(CC)C1=O	-2	-4	12	-4	-1.2	4	1	-8	-6
CCNc1nc(Oc2ccc(OC)cc2)cc(C(F)(F)F)n1	-13	65	5	-9	-1.1	0	1	-25	-2
N#Cc1ccccc1/C=C/C(=O)N1CCOCC1	-4	34	-1	-4	2.5	-1	-1	4	0
Oc1ccccc1-c1nc(NCCN2CCOCC2)c2ccccc2n1	-17	47	3	23	0.4	-3	-3	8	6
CC1CCCC(NC(=O)COC(=O)[C@@H]2CC(O)CN2S(=O)(=O)c2ccc3c(c2)OCCO3)C1C (stereo not given in full)	-5	13	3	4	194*	1	-1	4	5
CCOCC(=O)OCC(=O)Nc1cc(OC)c([N+](=O)[O-])cc1C	-34	16	3	-2	0.0	-1	0	0	-13
O=c1[nH]c(CSc2ncc(C(F)(F)F)cc2Cl)nc2ccccc12	-19	-4	11	-13	-1.1	4	4	-38	6
CCOC(=O)N/N=C(\C)c1ccc(C)o1	-5	42	4	-9	1.4	2	1	5	-13
CCc1nc2ccccc2c(C(=O)OCC(=O)Nc2cccc(S(=O)(=O)N3CCOCC3)c2)c1C	-26	31	7	17	-1.6	1	1	-20	-26
CCCOc1ccc(Cl)cc1CN1CCOCC1	-13	24	1	9	-1.3	-2	2	-4	-4
CCc1cc(CNC(=O)CCc2nnc(Cc3cccc(C)c3)o2)on1	-3	0	5	-1	-1.4	1	3	-1	-16
O=C(CN1C(=O)NC2(CCSC2)C1=O)NCc1ccccc1 (stereo not given)	-7	14	6	-8	-0.2	-2	7	4	-8
COc1ccc(F)cc1S(=O)(=O)n1nnc2ccccc21	-9	8	-2	-4	74*	-7	8	-2	-5
C(=N\Nc1ccccc1)/c1ccc(N2CCOCC2)cc1	-4	-31	6	-1	0.7	3	-1	15	0
Cc1ccc2cc3c(nc2c1)N(Cc1ccco1)CC3	3	41	5	-14	-0.7	1	1	-3	-24
CC(C)CC(NC(N)=O)C(=O)OCC(=O)Nc1ccc(SC(F)F)cc1 (stereo not given)	-3	-8	5	14	0.7	-1	-7	12	3
CC(=O)Cc1nsc(NC(=O)c2ccc(COc3ccc(C)cc3)o2)n1	-1	26	6	-5	0.0	5	6	6	-6
O=C(NNC(=O)C1CCN(Cc2ccccc2)CC1)c1cccc(Cl)c1	-2	29	1	8	1.7	-5	-1	-7	-5
CCOc1ncccc1C(=O)Nc1ccc(Cl)c(S(=O)(=O)N2CCCC2)c1	-11	29	7	-12	-0.6	7	0	-35	3
Cc1ccc(-n2c(Cc3cccc4ccccc34)n[nH]c2=S)c(C)c1	-11	2	5	4	0.8	-1	-3	3	-26
CCCCc1c(C)nc(N)[nH]c1=O	-23	-11	11	-4	0.9	2	-1	0	-4
Cc1cc(C)c(N)c(C(=O)O)c1	-9	-16	-3	4	-0.9	-1	x	1	-1
COC(=O)CSc1nnc(CNS(=O)(=O)c2ccc(Cl)cc2)n1C	-2	12	4	0	0.4	0	-4	1	-2
Cc1[nH]n(-c2ccccc2)c(=S)c1C=NCCCN=Cc1c(C)[nH]n(-c2ccccc2)c1=S	11	-74	-3	13	0.9	-5	0	-12	-13
CC(C)(C)NC(=O)Cn1nnnc1-c1nonc1N	-10	22	3	-2	0.3	0	-1	-11	6
O=C(C1CCN(S(=O)(=O)c2ccc(Br)s2)CC1)N1CCN(C2CCCCC2)CC1	3	24	-6	-3	-0.1	-3	3	-15	-2
N#C/C(=C/c1ccc(F)cc1)S(=O)(=O)c1ccccc1	-16	10	0	-7	-0.6	-6	x	28	8
COc1ccc(-c2sc(NC(C)=O)nc2-c2ccccc2)cc1	-4	12	-2	15	-0.8	-1	0	-9	-8
CSCCC(NC(=O)/C(=C/c1ccc2c(c1)OCO2)NC(=O)c1cccc([N+](=O)[O-])c1)C(=O)O (stereo not given)	-7	6	2	-9	1.1	-1	5	9	-20
Cn1ccc(NC(=O)Nc2cccc([N+](=O)[O-])c2)n1	-6	-9	2	3	0.3	3	0	5	-15
Cc1onc(-c2c(F)cccc2Cl)c1C(=O)Nc1nnc(C2CC2)s1	-18	-6	-1	10	0.3	1	6	14	6
Cc1cccc(C)c1NC(=O)C(NC(=O)CN1C(=O)c2ccccc2C1=O)c1ccccc1 (stereo not given)	10	-4	3	5	3.1	0	5	11	-9
O=C1NCCN1CCNS(=O)(=O)c1ccc(F)c(Cl)c1	-11	-1	1	2	0.4	-1	x	16	-5
Cc1c(NS(=O)(=O)c2ccc3c(c2)c(=O)n(C)c(=O)n3C)c(=O)n(-c2ccccc2)n1C	-3	0	1	6	0.7	-2	0	-4	9

# Profiles from above.
# Cc1cccc(C)c1NC(=O)C(NC(=O)CN1C(=O)c2ccccc2C1=O)c1ccccc1 (stereo not given) as listed: p47phox inh: 10; CHOP inhibitor: -4; BaF3 tox: 3; NPY2 pot ag: 5; S1P4 ag: 3.1; Ba/F3 V617F tox: 0; NPY Y1 blocker: 5; NPY1 pot ag: 11; S1P4 antagonist: -9
# O=C1NCCN1CCNS(=O)(=O)c1ccc(F)c(Cl)c1 as listed: p47phox inh: -11; CHOP inhibitor: -1; BaF3 tox: 1; NPY2 pot ag: 2; S1P4 ag: 0.4; Ba/F3 V617F tox: -1; NPY Y1 blocker: x; NPY1 pot ag: 16; S1P4 antagonist: -5

# (further entries)
canonical_smiles	p47phox inh	CHOP inhibitor	BaF3 tox	NPY2 pot ag	S1P4 ag	Ba/F3 V617F tox	NPY Y1 blocker	NPY1 pot ag	S1P4 antagonist
C/C(=N\NC(=O)c1ccccc1C)c1cccc([N+](=O)[O-])c1	-7	29	9	-15	-0.6	3	-1	-8	2
Cc1ccccc1N=C1Nc2ccccc2CS1	-11	40	5	-6	2.6	4	-4	5	-8
COc1ccc(-n2nnnc2SCC(=O)Nc2ccc3c(c2)OCCO3)c(OC)c1	-19	22	6	5	0.4	2	-4	13	-4
CCOc1cc(C2NC(=O)NC(C)=C2C(C)=O)cc(Cl)c1OCC(=O)O (stereo not given)	-10	-24	4	12	0.2	-3	0	20	-12
COc1ccc(N2C(=O)CC(Sc3n[nH]c(-c4ccccc4)n3)C2=O)cc1 (stereo not given)	-8	-25	-3	0	-0.5	-8	x	15	-10
Cc1cc(Br)ccc1NC(=O)CNC(=O)Cn1ncc(Cl)c(Cl)c1=O	x	106*	8	6	1.8	3	-4	25	-18
Nc1c(Cl)ncnc1N1CCN(c2ncnc(Cl)c2N)CC1	-9	1	1	4	0.4	-3	1	7	-12
NC(=O)C1CC(=O)N(Cc2ccc3c(c2)OCO3)C(=Nc2ccccc2)S1 (stereo not given)	-5	19	7	10	-1.1	3	-5	-8	-5
Cn1c(NC(=O)COc2ccccc2)cc(=O)n(C)c1=O	-14	-7	1	-4	0.1	3	3	3	-2
CCOC(=O)c1c(NC(=O)c2nc3n(n2)C(C(F)F)CC(C)N3)sc2c1CCCC2 (stereo not given)	-8	66	3	6	2.4	-2	-1	-1	2
O=C(Nc1ccc(-c2cc3ccccc3oc2=O)c(Cl)c1)c1cccnc1	-20	33	-1	-13	2.2	0	3	-5	-24
CCSC1=C(C#N)C(c2ccc(F)cc2)CC(=O)N1 (stereo not given)	-6	-11	7	-1	1.5	-1	0	14	-27
COc1ccccc1NC(=O)N(Cc1ccc2c(c1)OCO2)Cc1nc2ccccc2c(=O)[nH]1	-18	47	3	1	1.9	-1	-4	-14	-7
CN(/C(=N/S(=O)(=O)c1ccccc1)c1ccccc1)S(=O)(=O)c1ccccc1	-3	21	3	8	-0.4	0	-5	0	-7
COc1cccc(NC(=O)c2cnsn2)c1	1	-3	9	0	2.0	4	10	-5	-3

# Not a hit list. Share with any hit: about 7.1%.
